Screening results (PubChem BioAssay)
NRP1-CendR mod = NRP-1/CendR interaction modulation; inhibition, % at 25 µM; FAM-RPARPAR peptide binding to NRP-1, fluorescence polarization; actives 0.85% (n = 360,000); O14786;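 active = inhibition or corrected inhibition above about 18%, plus a signal ratio from 0.5 to 1.5, limit read from the data, passing the limit was not always enough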; also: strong numbers were not always called active
Scp-1 inhibitor = blocks human Scp-1 phosphatase activity. Q9GZU7. Recombinant Scp1, phosphopeptide, malachite green phosphate absorbance. inhibition, % at 20 µM. actives 0.88% (n = 340,000). AID 493091;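 active = inhibition above about 50% at 20 µM, limit read from the data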;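 also: plate controls were DMSO wells with enzyme for no effect and wells lacking enzyme for full effect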
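System: truncated SCP-1 phosphatase (76-261aa); medium: Tris acetate buffer pH 5.5 with MgCl2 and Tween-20; incubation: 45 min room-temperature reaction, 5 min colour, 30 min stabiliser; compound: single 20 µM dose, 1% DMSO; reagent: Phosphorylated 17-residue peptide substrate; read-out: % inhibition at 20 µM; technique: colorimetric free-phosphate detection, absorbance 630 nm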
Tb MetRS inh = Trypanosoma brucei MetRS inhibition | AID 624268 | inhibition, % at 11.9 µM | actives 0.4% (n = 360,000) | purified T. brucei MetRS, ATP depletion, Kinase-Glo luminescence;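 active = inhibition above a per-plate cutoff of the control wells' mean inhibition plus 3 SD, cut at about 5.5% in these data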;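 also: 0% = DMSO wells median and 100% = median of wells with control inhibitor compound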
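System: purified T. brucei MetRS enzyme / Detection: Kinase-Glo luciferase luminescence reporting remaining unconsumed ATP / Medium: HEPES buffer with MgCl2, KCl, DTT, spermine, BSA, pyrophosphatase / Replication: singlicate, one well per compound / Evaluation: percent inhibition relative to median high and low control wells / Schedule: 2 h aminoacylation at 25 °C after 15 min preincubation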
DNMT1 inh = DNMT1 (human) enzyme inhibition. actives 0.83% (n = 360,000). inhibition (reported as % activation of signal), % at 10 µM. DNMT1 molecular beacon, Hinp1I cleavage, fluorescence. P26358. AID 588458; in the data active = inhibition above about 50%
Target sequence (P26358 504-1616 limits assumed): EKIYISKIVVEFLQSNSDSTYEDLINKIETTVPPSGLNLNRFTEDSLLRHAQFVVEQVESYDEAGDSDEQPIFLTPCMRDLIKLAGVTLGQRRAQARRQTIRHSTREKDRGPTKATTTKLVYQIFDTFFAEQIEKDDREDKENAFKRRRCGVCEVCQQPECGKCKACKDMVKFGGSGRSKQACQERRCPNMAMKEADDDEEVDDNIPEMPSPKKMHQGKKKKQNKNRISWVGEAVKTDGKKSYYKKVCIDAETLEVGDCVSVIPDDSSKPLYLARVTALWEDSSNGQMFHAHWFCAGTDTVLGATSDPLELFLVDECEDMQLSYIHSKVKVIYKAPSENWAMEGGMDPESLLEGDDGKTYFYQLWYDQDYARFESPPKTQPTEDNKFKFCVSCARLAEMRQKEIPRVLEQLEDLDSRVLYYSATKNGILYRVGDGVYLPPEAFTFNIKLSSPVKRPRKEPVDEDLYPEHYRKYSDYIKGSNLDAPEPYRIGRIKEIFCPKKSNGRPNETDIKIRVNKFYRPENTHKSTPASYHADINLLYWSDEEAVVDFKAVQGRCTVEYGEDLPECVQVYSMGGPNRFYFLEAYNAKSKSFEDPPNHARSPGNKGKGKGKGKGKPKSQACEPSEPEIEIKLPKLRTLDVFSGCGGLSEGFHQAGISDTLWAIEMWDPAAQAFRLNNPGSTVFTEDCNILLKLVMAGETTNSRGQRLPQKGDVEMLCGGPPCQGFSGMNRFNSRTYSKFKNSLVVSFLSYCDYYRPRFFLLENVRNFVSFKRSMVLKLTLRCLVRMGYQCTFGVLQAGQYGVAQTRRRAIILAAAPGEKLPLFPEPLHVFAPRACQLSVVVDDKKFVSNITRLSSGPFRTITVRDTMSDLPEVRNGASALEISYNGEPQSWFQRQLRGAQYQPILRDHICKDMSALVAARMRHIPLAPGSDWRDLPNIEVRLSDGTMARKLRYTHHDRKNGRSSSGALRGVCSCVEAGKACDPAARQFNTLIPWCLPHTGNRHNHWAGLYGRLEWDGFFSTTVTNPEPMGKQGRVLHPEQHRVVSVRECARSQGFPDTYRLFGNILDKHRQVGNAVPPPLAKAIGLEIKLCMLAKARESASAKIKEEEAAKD
MsrA inhibitor = bovine MsrA inhibition; AID 651718; inhibition, % at 15.5 µM; purified bovine MsrA, absorbance read-out; actives 0.75% (n = 360,000); in the data active = inhibition above about 4.5%;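 also: 0% = vehicle wells with enzyme and 100% = reference inhibitor wells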
E coli Lon inh = E. coli protease La inhibition; inhibition, % at 7.94 µM; actives 0.42% (n = 360,000); AID 602123; P0A9M0; purified E. coli Lon protease, fluorescence polarization; in the data active = inhibition above about 13%, passing the limit was not always enough;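 also: 0% = enzyme with probe and DMSO and 100% = no enzyme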
LMPTP block = LMPTP (human) inhibition | recombinant LMPTP-A, OMFP fluorogenic substrate, fluorescence intensity | P24666 | AID 651560 | actives 0.22% (n = 360,000) | inhibition, % at 20 µM;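 active = compounds that cut the enzyme signal by at least half of the control window in the single-dose screen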;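 also: plate controls were DMSO wells with enzyme plus substrate for no effect and substrate without enzyme for full effect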
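Assay system: LMPTP-A enzyme. Input: 0.625 nM LMPTP-A final. Probe or stimulus: 400 µM OMFP. Compound dosing: single 20 µM dose. Schedule: 50 min dark incubation at room temperature. Detection: fluorescence intensity of OMFP turnover product. Read-out: percent inhibition versus substrate-only and uninhibited controls. Benchmarks: no-enzyme low control, uninhibited high control.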
bovine MsrA act = activators of bovine methionine sulfoxide reductase A. AID 602163. activation, % at 10.6 µM. actives 0.3% (n = 360,000). purified bovine MsrA, absorbance read-out; in the data active = activation above about 7.5%;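 also: 0% = vehicle and 100% = reference activator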
STEP inh = blocks human striatal-enriched tyrosine phosphatase | inhibition, % at 20 µM | actives 0.25% (n = 360,000) | recombinant STEP, OMFP fluorogenic substrate, fluorescence | P54829;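 active = inhibition at 20 µM, scaled per plate between control wells, above about 37%, limit read from the data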;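 also: 0% = DMSO with enzyme and substrate and 100% = substrate only without enzyme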
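System: STEP (striatal-enriched tyrosine phosphatase) enzyme, cell-free; medium: Bis-Tris pH 6.0 buffer with DTT, detergent; dosing: 20 µM, 1% DMSO; times: reaction 20 min, ambient temperature; detection: fluorescence, 480/540 nm; read-out basis: normalized % inhibition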
SUMO1-SIM PPI = SUMO1-SIM interaction modulation; P63165; SUMO1 binding to a labelled peptide, TR-FRET, 1 h; inhibition, % at 20 µM; actives 0.33% (n = 360,000); in the data active = inhibition above about 37%
Active calls of the source: *; . = no result given.

#	SMILES	NRP1-CendR mod	Scp-1 inhibitor	Tb MetRS inh	DNMT1 inh	MsrA inhibitor
1	Cc1nc2sccn2c(=O)c1S(=O)(=O)NCC(C)c1ccccc1 (stereo unspecified)	11	-5	-0.3	1	2.7
2	CCCCc1c(-c2ccccc2OC)ncn1CCc1ccccc1OC	4	.	-1.1	.	1.3
3	Cn1nc(-c2ccc(Cl)cc2)c2cc(C(=O)NCCN3CCOCC3)sc21	2	-9	-0.4	-10	0.2
4	CC1Sc2ccc(S(=O)(=O)CCC(=O)NC(C)c3ccccc3)cc2NC1=O (stereo unspecified)	0	10	-0.2	6	0.0
5	O=C1CCCc2c1nc(-c1cccc(Cl)c1)n2O	0	0	0.9	1	3.4
6	COc1cc2c(=O)n(CC3CCCO3)c(=O)n(CC(=O)Nc3ccc(F)cc3F)c2cc1OC (stereo unspecified)	1	10	-0.4	-1	-0.2
7	CCCC(=O)N(CCc1ccc(OC)cc1)Cc1nc2ccccc2c(=O)[nH]1	-9	-5	-0.7	3	-0.2
8	Cc1occc1C(=O)NC1CCCc2ccccc21 (stereo unspecified)	2	-6	-0.4	1	0.7

#	E coli Lon inh	LMPTP block	bovine MsrA act	STEP inh	SUMO1-SIM PPI
1	0	-1.2	-2	1	3
2	7	0.9	-6	.	7
3	1	-0.3	-1	-1	-16
4	-1	13	1	4	5
5	-4	-1.5	-3	-3	5
6	-2	-0.5	-5	2	2
7	-2	1.0	-10	2	-3
8	1	-0.7	-2	1	-2

(next part)
#	SMILES	NRP1-CendR mod	Scp-1 inhibitor	Tb MetRS inh	DNMT1 inh	MsrA inhibitor
9	CCN(C[C@H]1N[C@@](C)(C(=O)OC)[C@H]2C(=O)N(C)C(=O)[C@@H]12)C(=O)COC	3	8	-1.0	4	-0.3
10	COc1ccc(-c2[nH]ncc2CN2CCCN(C(=O)c3ccco3)CC2)cc1F	-2	-14	-0.7	0	-1.1
11	COc1ccc(-c2c(C#N)c(SCC(=O)Nc3ccccc3)nc3c2CCCC3)cc1	-10	-10	0.7	-3	1.1
12	CCn1cc(C(=O)N[C@@H](CCSC)C(=O)NCCCO)c(=O)c2cc3c(cc21)OCO3	13	-10	-1.3	1	-0.1
13	CCc1cccc(NC(=O)Cc2cn(C)c3ccccc23)c1	0	-13	0.8	-3	1.3
14	CC(C)(C)c1ccc(-c2cc(C(=O)NNC(=O)Nc3ccccc3)c3ccccc3n2)cc1	6	12	-1.6	-5	1.0
15	Cc1cccc2nc(CSc3nc4ccccc4[nH]3)cn12	4	-1	-0.2	0	-0.4
16	CCn1cnc2c1c(=O)n(CC(=O)NN)c(=O)n2Cc1ccccc1	8	2	0.7	-4	-1.0

#	E coli Lon inh	LMPTP block	bovine MsrA act	STEP inh	SUMO1-SIM PPI
9	-14	-0.4	-3	0	-6
10	-4	-1.8	-3	-1	-7
11	-3	3.3	-1	2	6
12	2	0.2	-6	4	1
13	-8	3.0	0	30	2
14	-2	3.8	-14	-5	-5
15	0	-1.6	-6	3	3
16	-12	-0.2	2	0	5

(more compounds)
#	SMILES	NRP1-CendR mod	Scp-1 inhibitor	Tb MetRS inh	DNMT1 inh	MsrA inhibitor
17	CC(=O)NC(Nc1c(C)n(C)n(-c2ccccc2)c1=O)C(Cl)(Cl)Cl (stereo unspecified)	2	-14	0.9	2	-1.6
18	COC(=O)Cc1sc(-c2ccccn2)nc1-c1ccccc1	5	-2	-0.2	1	0.5
19	CC1=Nc2ccccc2/C1=C/c1sc(=N)n(-c2nccs2)c1O	-201	1	-0.5	-2	.
20	Cc1ccccc1NC(=O)COC(=O)C1=COCCO1	-9	-8	-0.4	-1	-0.3
21	COc1ccc2c(CC(=O)Nc3c(C)n(C)n(-c4ccccc4)c3=O)coc2c1	1	1	-1.2	-6	0.5
22	O=C(Nc1ccccc1)C1=C[C@H](c2ccc3c(c2)OCO3)C[C@H](OCCCCO)O1	-7	-2	-0.2	-9	0.3
23	COC(=O)CNC(=O)c1nn(-c2cccc(OC)c2)c(=O)c2ccccc12	-9	-8	-0.3	2	0.1
24	CCn1ccc(=O)c2cc3c(cc21)OCO3	15	0	-0.4	17	1.4

#	E coli Lon inh	LMPTP block	bovine MsrA act	STEP inh	SUMO1-SIM PPI
17	1	-1.4	-3	1	8
18	-1	3.1	-1	11	-5
19	-250	4.6	-5	-12	-6
20	-3	-0.4	-4	-3	0
21	11	-1.5	-5	-3	-1
22	-2	1.1	-2	2	-2
23	-3	-0.5	-4	-1	-3
24	-8	0.6	-3	-1	6

Overlap with the part before: 6 entries, followed by the next part.
#	SMILES	NRP1-CendR mod	Scp-1 inhibitor	Tb MetRS inh	DNMT1 inh	MsrA inhibitor
19	CC1=Nc2ccccc2/C1=C/c1sc(=N)n(-c2nccs2)c1O	-201	1	-0.5	-2	.
20	Cc1ccccc1NC(=O)COC(=O)C1=COCCO1	-9	-8	-0.4	-1	-0.3
21	COc1ccc2c(CC(=O)Nc3c(C)n(C)n(-c4ccccc4)c3=O)coc2c1	1	1	-1.2	-6	0.5
22	O=C(Nc1ccccc1)C1=C[C@H](c2ccc3c(c2)OCO3)C[C@H](OCCCCO)O1	-7	-2	-0.2	-9	0.3
23	COC(=O)CNC(=O)c1nn(-c2cccc(OC)c2)c(=O)c2ccccc12	-9	-8	-0.3	2	0.1
24	CCn1ccc(=O)c2cc3c(cc21)OCO3	15	0	-0.4	17	1.4
25	O=C(NCc1ccccc1Cl)C1CCC(=O)N(C2CCCC2)C1 (stereo unspecified)	-9	-8	0.2	0	0.6
26	COc1ccc2oc(C(=O)OC(C)C(=O)NC3(C#N)CCCCC3)c(C)c2c1 (stereo unspecified)	2	-4	-0.3	0	-0.6
27	CCNCc1ccc(OCc2ccccc2F)c(OC)c1	-4	-1	-0.4	-1	1.9
28	CC1(C)CC(=O)c2cc(OCC(=O)NCc3cccnc3)ccc2O1	-6	-4	0.2	-1	0.7
29	COc1ccc(CCN(C)C(=O)c2c(C)nn(CC(C)C)c2Cl)cc1OC	22	-12	0.2	-2	-1.0
30	COc1ccc(C(=O)Nc2ccnn2C2CCN(Cc3ccn[nH]3)CC2)cc1	-6	-9	0.6	0	0.2
31	Cn1c(=O)[nH]c(=O)c2c1nc(N1CCOCC1)n2CCSc1nnnn1-c1ccccc1	4	-14	0.0	-1	-1.1
32	Cc1oc(=O)c(NC(=O)c2ccccc2)cc1C(=O)c1ccccc1	-31	-8	-0.3	0	0.6

#	E coli Lon inh	LMPTP block	bovine MsrA act	STEP inh	SUMO1-SIM PPI
19	-250	4.6	-5	-12	-6
20	-3	-0.4	-4	-3	0
21	11	-1.5	-5	-3	-1
22	-2	1.1	-2	2	-2
23	-3	-0.5	-4	-1	-3
24	-8	0.6	-3	-1	6
25	0	-0.7	-2	-2	-1
26	-1	2.1	-2	0	11
27	-2	-1.9	-2	-1	-2
28	-1	0.2	-4	2	0
29	3	-10	-3	-3	-24
30	4	-0.3	-1	0	7
31	-1	0.6	-1	1	-1
32	2	-0.8	0	-2	-8

Remaining list, next part.
#	SMILES	NRP1-CendR mod	Scp-1 inhibitor	Tb MetRS inh	DNMT1 inh	MsrA inhibitor
33	CCOc1cc(/C=N/n2cnnc2)cc(Br)c1O	-1	-2	-0.2	1	3.6
34	C#CC1CCCCC1NC(=O)Nc1cnccc1C(F)(F)F (stereo unspecified)	2	-5	-0.3	1	1.1
35	COc1cccc(N2CCN(C(=O)CN3C(=O)NC4(CCCC4)C3=O)CC2)c1	-8	-5	-0.2	-1	-0.8
36	O=c1ccccn1Cc1ccccc1F	6	-13	0.1	0	-0.4
37	Cc1ccccc1-c1cccc([C@@H]2C[C@H]3[C@H](CON3C)CN2Cc2cc(Cl)cc(Cl)c2)c1	-14	-8	-1.0	6	1.7
38	O=C(Nc1cccnc1N1CCOCC1)c1ccco1	11	3	-1.1	0	0.9
39	Cc1cccc(NC(=O)CSc2nnnn2-c2cccnc2)c1	-12	-4	-1.2	1	-0.9
40	COc1ccc(-c2noc(CNC(=O)Nc3ccc(F)cc3)n2)cc1	-7	-7	-0.5	-4	0.1

#	E coli Lon inh	LMPTP block	bovine MsrA act	STEP inh	SUMO1-SIM PPI
33	4	-6.8	-2	12	-1
34	2	-0.8	-1	0	0
35	0	-1.1	-3	0	3
36	2	-0.1	2	7	1
37	9	4.2	4	3	0
38	3	-0.2	-13	-4	0
39	3	-1.6	-3	-4	0
40	0	0.0	-7	-3	1

The listing continues:
#	SMILES	NRP1-CendR mod	Scp-1 inhibitor	Tb MetRS inh	DNMT1 inh	MsrA inhibitor
41	COc1ccc(N(C)S(=O)(=O)c2cccc(C(=O)Nc3nc(C)cs3)c2)cc1	2	-7	0.1	-6	0.0
42	Cc1ccc(CNC(=O)c2ccc(C)c(S(=O)(=O)N3CCCCC3)c2)cc1	19	-7	0.2	5	-0.1
43	O=C(CNc1cccc(C(F)(F)F)c1)N/N=C/C1CCCCC1	6	-7	1.7	-3	-0.9
44	Cc1cc(Cl)ccc1NC(=O)COC(=O)c1nc2nccc(C)n2n1	5	1	0.0	-4	-0.5
45	C=CC[C@@H](CC(=O)N[C@@H](CO)Cc1ccccc1)C(=O)N[C@@H](COC(=O)[C@H](CC=C)CC(=O)OC(C)(C)C)Cc1c[nH]c2ccccc12	-5	-11	-0.1	-18	0.8
46	CCn1c(C)c(C(C)=O)c(SC)nc1=S	8	-5	-0.6	5	2.2
47	CC(NC(=O)NC12CC3CC(CC(C3)C1)C2)c1ccc2c(c1)OCO2 (stereo unspecified)	4	-4	-0.9	1	-0.6
48	CCN(Cc1ccccc1)Cc1ccc(OCc2ccccc2)c(OC)c1	7	9	-0.5	4	0.2

#	E coli Lon inh	LMPTP block	bovine MsrA act	STEP inh	SUMO1-SIM PPI
41	-14	1.6	0	0	3
42	-17	-0.2	-3	1	4
43	-5	0.8	-3	-2	-4
44	2	-1.4	1	2	0
45	4	2.2	2	2	-3
46	2	-0.9	-7	1	5
47	-5	1.5	-6	0	-2
48	-4	-0.7	1	-3	6

(listing goes on)
#	SMILES	NRP1-CendR mod	Scp-1 inhibitor	Tb MetRS inh	DNMT1 inh	MsrA inhibitor
49	Cc1ccc(S(=O)(=O)NC(=O)N2CCCN(Cc3ccc(F)cc3)CC2)cc1	7	-5	-0.7	3	-1.1
50	COc1cc(C(F)(F)F)nc2c(Br)c(C(C)(C)C)nn12	2	-18	0.0	5	-0.7
51	O=C(NCC(c1cccnc1)N1CCOCC1)c1cccs1 (stereo unspecified)	-5	0	-0.5	1	-0.4
52	CCCCCCCC(=O)N/N=C/c1cccnc1	-6	-11	2.0	2	0.4

#	E coli Lon inh	LMPTP block	bovine MsrA act	STEP inh	SUMO1-SIM PPI
49	-5	-6.1	-2	1	2
50	3	0.1	-4	1	5
51	-4	-1.5	-4	-2	-2
52	4	-1.2	-2	0	-2

Not a hit list, and some 4.3% of all compounds hit somewhere here.
